# ERK EGF inh: qHTS Assay for Inhibitors of the ERK Signaling Pathway using a Homogeneous Screening Assay; Stimulation with EGF. HEK293-V1b, EGF-stimulated phospho-ERK AlphaScreen. 130,000 tested, 0.41% active. Potency, µM (top dose mostly 11.5 µM), without a hit: top-dose activity change, negative = inhibition, usual class: inhibitors; active means well fitted inhibition curve with a large enough effect; inconclusive means small, poorly fitted or top-dose-only effect, or effect the other way;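 further: plate controls were stimulated vehicle wells for no effect and unstimulated vehicle basal for full effect; nearly all actives have a fitted effect of over 55% in size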
#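 HEK293 cells stably expressing V1b receptor, serum-reduced (1% FBS) overnight, got compound for 30 min at 37C, then 25 nM EGF for 5 min. Lysate phospho-ERK read by AlphaScreen SureFire; AC50 from Hill fits.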
# * hit, by the source's call; ? = inconclusive; & = joins results of further samples; [ ] = remark or other dose. Potency means the concentration at half of the fitted maximal effect.
canonical_smiles | ERK EGF inh
Cn1cccc1/C=C1\C(=O)NC(=O)N(Cc2ccco2)C1=O | 5%
CCOC(=O)c1c(NC(NC(=O)CF)C(Cl)(Cl)Cl)sc2c1CCCC2 (configuration not stated) | 0%
CN1C(=O)C(=Cc2ccc(N(C)C)c([N+](=O)[O-])c2)C(=O)N(C)C1=O | -4%
Cc1ccc2c(c1)C1CN(C)CCC1N2C(=O)c1cn(-c2ccccc2)nc1-c1ccccc1 (configuration not stated) | -7%
CCOCCCNC(=O)C1c2cc(OC)c(OC)cc2C(=O)N2CCCCC12 (configuration not stated) | 1%
CCn1cc(C(=O)N2CCCCC2)c2ccccc21 | 0%
CCNC(=O)NC(=O)C(C)OC(=O)c1c(C)nn(Cc2ccccc2)c1Cl (configuration not stated) | -1%
Cn1c(=O)c2c(nc(N/N=C/c3c(O)n(-c4ccccc4)c(=S)[nH]c3=O)n2C)n(C)c1=O | 4%
O=C(N/N=C/c1c(O)n(-c2ccccc2)c(=S)[nH]c1=O)c1ccccc1 | 4%[57.5 µM]
CC(C)(C)NCC(O)c1ccccc1Cl (configuration not stated) | 2%&7%
O=C(O)c1[nH]c(=O)[nH]c(=O)c1F | 1%[57.5 µM]
C/C(=N\N1CCN(C)CC1)c1c(O)[nH]c(=O)[nH]c1=O | 6%
COc1ccc(N2C(=O)NC(=O)/C(=C/c3ccc(N4CCOCC4)cc3)C2=O)cc1 | -3%
Cc1cc(O)c2c(c1)C(=O)c1cc(O)cc(O)c1C2=O | ?
CSc1ccccc1C(=O)C1CCCN(Cc2ccn[nH]2)C1 (configuration not stated) | 9%
O=c1c2ccccc2nc(-c2ccc(Cl)cc2Cl)n1-c1nccs1 | -11%
CCCc1nnc(NC(=O)CCC(=O)N2CCN(CCOC(c3ccccc3)c3ccccc3)CC2)s1 | 6%
CNC(=O)OCCc1nccn1C | 3%
Cn1c(O)c(C(=Nc2ccccc2)SCc2ccc(Cl)cc2)c(=O)n(C)c1=O | 1%[57.5 µM]
COc1cc(C(c2c(O)c3ccccc3oc2=O)c2c(C)n(C)n(-c3ccccc3)c2=O)ccc1O (configuration not stated) | -7%

# Among those listed so far, these have fluorine.
canonical_smiles | ERK EGF inh
CCOC(=O)c1c(NC(NC(=O)CF)C(Cl)(Cl)Cl)sc2c1CCCC2 (configuration not stated) | 0%
O=C(O)c1[nH]c(=O)[nH]c(=O)c1F | 1%[57.5 µM]

# Fetched one by one from the entries so far, 2 records:
canonical_smiles | ERK EGF inh
CN1C(=O)C(=Cc2ccc(N(C)C)c([N+](=O)[O-])c2)C(=O)N(C)C1=O | -4%
Cc1ccc2c(c1)C1CN(C)CCC1N2C(=O)c1cn(-c2ccccc2)nc1-c1ccccc1 (configuration not stated) | -7%

# Next structures.
canonical_smiles | ERK EGF inh
CCN1C(=O)CC(c2cccnc2)=Nc2ccccc21 | -3%
CC(=O)c1c(O)n(-c2cccc(Cl)c2)c(=O)[nH]c1=O (tested in a mixture with another compound) | -10%[57.5 µM]
CCCN1CCC[C@@H](c2cccc(C#N)c2)C1 | 19%
CCCCC(CC)COCCCN=Cc1c(O)[nH]c(=S)[nH]c1=O (configuration not stated) | 14%[57.5 µM]
C=C(C)C1CNC(C(=O)O)C1CC(=O)O (configuration not stated) | 4%
COc1cc2c(cc1OC)C13CCN4CC5=CCOC6CC(=O)N2C1C6C5CC43 (configuration not stated) (tested in a mixture with another compound) | -5%[57.5 µM]
Cc1cc(/C=C2/C(=O)NC(=O)N(Cc3ccco3)C2=O)c(C)n1-c1ccccc1O | ?
CN(C)[C@@H]1C(=O)C(C(N)=O)=C(O)[C@]2(O)C(=O)C3=C(O)c4c(O)ccc(Cl)c4[C@](C)(O)[C@H]3C[C@@H]12 | 12%[25.7 µM]
CCn1c(P(C)(=O)O)nc2ccccc21 | -2%
CNC(=O)[C@@H]1C[C@H]1[C@@H](NP(=O)(c1ccccc1)c1ccccc1)c1ccccc1 | 5%
CCOc1ccccc1NC(=O)N1CCC2(CC1)OCCO2 | -3%
CC[C@@H]1CN2CCc3cc(OC)c(OC)cc3[C@H]2C[C@@H]1C[C@@H]1NCCc2cc(O)c(OC)cc21 | 2%[25.7 µM]
Cc1nn(C(C)(C)C)c(C)c1/C=N/OC(=O)Nc1ccc(Cl)cc1 | ?
COc1cccc(/C=C2\N=C(c3cncc(Br)c3)OC2=O)c1 | 0%
CC1CC[C@@]2(OC1)OC1C(O)C3C4CC[C@H]5CC(O[C@@H]6O[C@@H](CO)[C@H](OC7OC(CO)C(O)C(OC8OCC(O)C(O)[C@H]8O)[C@@H]7O[C@@H]7OC(CO)[C@H](O)[C@@H](O[C@@H]8OC(CO)C(O)C(O)C8O)C7O)C(O)C6O)C(O)C[C@]5(C)C4CC[C@]3(C)C1C2C (some centres not stated) | 7.1µM*
CCCCn1c(=O)c(C(=O)Nc2ccsc2C(=O)OC)c(O)c2ccccc21 | 0%
CCCN1CCC[C@@H]2Cc3[nH]ncc3C[C@H]21 | 1%
O=C1NC(=O)C(=Cc2ccccc2OCCOc2ccc([N+](=O)[O-])cc2)C(=O)N1 | 3%
C[C@H](N)CN1CCc2ccc(Br)cc21 | 8%
CCC(C)N1C(=O)/C(=C\c2cc3c4c(c2)CCCN4CCC3)C(=O)NC1=S (configuration not stated) | 5%

# Ordered by length of the SMILES (smallest number first): part of the list above
canonical_smiles | ERK EGF inh
CNC(=O)OCCc1nccn1C | 3%
CCn1c(P(C)(=O)O)nc2ccccc21 | -2%
C[C@H](N)CN1CCc2ccc(Br)cc21 | 8%
C=C(C)C1CNC(C(=O)O)C1CC(=O)O (configuration not stated) | 4%
CCCN1CCC[C@@H](c2cccc(C#N)c2)C1 | 19%
CCN1C(=O)CC(c2cccnc2)=Nc2ccccc21 | -3%
CCOc1ccccc1NC(=O)N1CCC2(CC1)OCCO2 | -3%
CCCN1CCC[C@@H]2Cc3[nH]ncc3C[C@H]21 | 1%
CSc1ccccc1C(=O)C1CCCN(Cc2ccn[nH]2)C1 (configuration not stated) | 9%
Cc1cc(O)c2c(c1)C(=O)c1cc(O)cc(O)c1C2=O | ?
CCCCC(CC)COCCCN=Cc1c(O)[nH]c(=S)[nH]c1=O (configuration not stated) | 14%[57.5 µM]
O=c1c2ccccc2nc(-c2ccc(Cl)cc2Cl)n1-c1nccs1 | -11%
Cc1nn(C(C)(C)C)c(C)c1/C=N/OC(=O)Nc1ccc(Cl)cc1 | ?
CCCCn1c(=O)c(C(=O)Nc2ccsc2C(=O)OC)c(O)c2ccccc21 | 0%
COc1cc2c(cc1OC)C13CCN4CC5=CCOC6CC(=O)N2C1C6C5CC43 (configuration not stated) (tested in a mixture with another compound) | -5%[57.5 µM]
Cn1c(O)c(C(=Nc2ccccc2)SCc2ccc(Cl)cc2)c(=O)n(C)c1=O | 1%[57.5 µM]
CCC(C)N1C(=O)/C(=C\c2cc3c4c(c2)CCCN4CCC3)C(=O)NC1=S (configuration not stated) | 5%
COc1ccc(N2C(=O)NC(=O)/C(=C/c3ccc(N4CCOCC4)cc3)C2=O)cc1 | -3%
Cc1cc(/C=C2/C(=O)NC(=O)N(Cc3ccco3)C2=O)c(C)n1-c1ccccc1O | ?
O=C1NC(=O)C(=Cc2ccccc2OCCOc2ccc([N+](=O)[O-])cc2)C(=O)N1 | 3%
CCCc1nnc(NC(=O)CCC(=O)N2CCN(CCOC(c3ccccc3)c3ccccc3)CC2)s1 | 6%
COc1cc(C(c2c(O)c3ccccc3oc2=O)c2c(C)n(C)n(-c3ccccc3)c2=O)ccc1O (configuration not stated) | -7%
CC[C@@H]1CN2CCc3cc(OC)c(OC)cc3[C@H]2C[C@@H]1C[C@@H]1NCCc2cc(O)c(OC)cc21 | 2%[25.7 µM]
CN(C)[C@@H]1C(=O)C(C(N)=O)=C(O)[C@]2(O)C(=O)C3=C(O)c4c(O)ccc(Cl)c4[C@](C)(O)[C@H]3C[C@@H]12 | 12%[25.7 µM]
CC1CC[C@@]2(OC1)OC1C(O)C3C4CC[C@H]5CC(O[C@@H]6O[C@@H](CO)[C@H](OC7OC(CO)C(O)C(OC8OCC(O)C(O)[C@H]8O)[C@@H]7O[C@@H]7OC(CO)[C@H](O)[C@@H](O[C@@H]8OC(CO)C(O)C(O)C8O)C7O)C(O)C6O)C(O)C[C@]5(C)C4CC[C@]3(C)C1C2C (some centres not stated) | 7.1µM*

# The listing continues.
canonical_smiles | ERK EGF inh
Cc1cc(C(=O)C[N+]23CCN(CC2)CC3)c(C)n1-c1ccc(Br)cc1 | 6%
Cc1cccc(-n2c(O)c(/C=N/NC(=O)c3ccncc3)c(=O)[nH]c2=O)c1 | 5%[57.5 µM]
CCN1C[C@@]2(COC(=O)c3ccccc3N3C(=O)CC(C)C3=O)CC[C@H](OC)[C@]34C5C[C@@H]6[C@@H](OC)C[C@@](O)(C5[C@H]6OC)[C@@](O)(C13)[C@@H](OC)C24 (some centres not stated) | 6%
CC(C)(C)c1ccc(OC(=O)N2CCCCC2)cc1 | -7%
Fc1c(F)c(F)c(N2CCNCC2)c(F)c1F | 19%
O=C(N/N=C/c1c(O)n(Cc2ccccc2)c(=O)[nH]c1=O)c1ccccc1O | 9%
O=C(c1cnccn1)N1CCC2(CC1)CN(Cc1ccncc1)C2 | 8%
CCN(CC)c1ccc(CC2C(=O)N(C)C(=O)N(C)C2=O)cc1 | -7%
CCCC1(CCC)C(=O)NC(=Nc2ccc(C)cc2)NC1=O | 0%
NCCc1ccc(S(=O)(=O)F)cc1 | 11%
CC[C@H]1C2CC3[C@@H]4N(C)c5ccccc5[C@]45C[C@@H](C2[C@H]5O)N3[C@@H]1O (some centres not stated) | -6%
CC(=O)c1cc(C#N)c(N2CCN(C)CC2)nc1C | 0%
O=C1C2CCCC1C(N1CCCC1)CC2 (configuration not stated) | 7%
O=C(COC(=O)Cc1ccccc1)Nc1cccnc1Cl | -2%
CC1=C(C(=O)O)N2C(=O)C(NC(=O)CCCC(=O)O)C2SC1 (configuration not stated) | -6%
N=Cc1c(O)n(-c2ccccc2)c(=O)n(-c2ccccc2)c1=O | -3%[57.5 µM]
CN(C(=O)Oc1ccc(C(C)(C)C)cc1)c1ccccc1 | 1%
COc1ccc(CC2(CCc3ccncc3)C(=O)NC(=O)NC2=O)cc1OC | 2%
COc1ccccc1Cn1c(SCC#N)nc2cc(C(=O)N3CCC4(CC3)OCCO4)ccc2c1=O | -4%
O=C1CC(c2ccccc2)CN1 (configuration not stated) | -7%[57.5 µM]
c1ccc([C@H]2CNCc3ccccc32)cc1 | 8%
C[N+]1([O-])[C@@H]2CC(OC(=O)[C@@H](CO)c3ccccc3)C[C@@H]1[C@H]1O[C@H]12 (some centres not stated) | 0%[25.7 µM]
Cc1cccc(CNCCc2ccccc2)n1 | -13%
CN(C(=O)Oc1ccc(C(=O)c2ccc(Cl)cc2)cc1)c1ccccc1 | -5%
COC(=O)CSC1=NN1c1cc(C)nc(N)n1 | -2%[57.5 µM]
CC(C)NP(=O)(NC(C)C)OP(=O)(NC(C)C)NC(C)C | 1%
c1ccc2c(N3CCNCC3)nsc2c1 | 4%
O=c1[nH]c(=S)[nH]c(O)c1CN1CCCCC1 | 12%
O=C1C=CC[C@@H]2[C@H]3CCCN4CCC[C@@H](CN12)[C@@H]34 | -5%
Cc1ccc(C(C)C)c(OCC#CCN2CCCC2)c1 | -9%
O=C1C=CC(=O)c2c(O)cccc21 | 5%
O=C1CN=C(c2ccc[nH]2)c2cc(Cl)ccc2N1 | 8%[57.5 µM]
Cc1cc(/C=C2/C(=O)NC(=O)N(c3ccc(Br)cc3)C2=O)c(C)n1C | 1%[57.5 µM]
CC12CN3CC(C)(CN(C1)C3c1cccnc1)C2=O (configuration not stated) | 5%[57.5 µM]
O=c1cccc2n1CC1CC2CN2CCCCC12 (configuration not stated) | 28%
Cc1ccccc1-n1c(O)c(/C=N/c2nccs2)c(=O)[nH]c1=O | -3%&7%
C=C(CC1(C(C)NP(=O)(c2ccccc2)c2ccccc2)CC1)c1ccccc1 (configuration not stated) | -15%
CC(=O)c1cn(Cc2ccccc2C#N)c2ccccc12 | 4%
COc1ccc2nc(NC3=NCCN3)sc2c1 | 7%
Cc1ccsc1C(=O)C1CCCN(Cc2c(C)nn(C(C)C)c2C)C1 (configuration not stated) | -21%
O=c1[nH]c(=S)[nH]c(O)c1N=Nc1ccc(S(=O)(=O)N2CCOCC2)cc1 | 8%[57.5 µM]
CC(=O)N(C1=NCCCS1)c1ccc(Cl)cc1 | -5%
O=C(CCn1nc(-c2ccc(Cl)cc2)ccc1=O)N1CCC2(CC1)OCCO2 | -9%
O=c1[nH]c(=O)n(-c2ccccc2)c(O)c1N=Nc1ccc(Br)cc1 | 3%
O=C(C(=O)N1CCOCC1)c1cn(Cc2ccc(F)cc2)c2ccccc12 | 0%[57.5 µM]
O=C(N/N=C/c1c(O)n(CCc2ccc(F)cc2)c(=O)[nH]c1=O)c1ccccc1 | ?
CN1C(=O)NC(=O)/C(=C/c2ccc([N+](=O)[O-])s2)C1=O | -8%[57.5 µM]
C=C(CC1CC(O)[C@]2(C)OC3CC4OC5C[C@]6(C)O[C@]7(C)CCC8OC9C[C@]%10(C)OC%11C(C)=CC(=O)OC%11CC%10OC9C[C@@H](C)C8OC7CC6O[C@]5(C)C/C=C\C4OC3CC2O1)C(=O)O (some centres not stated) | -12%[57.5 µM]
CC1(C)C(O)CC(O)[C@]2(C)C1CC(O)[C@]1(C)C2CC[C@@]2(C)C(c3ccoc3)OC(=O)C3O[C@]312 (some centres not stated) | 6%
CN(C)[C@@H]1C(=O)C(C(N)=O)=C(O)[C@@]2(O)C(=O)C3=C(O)c4c(O)cccc4[C@@](C)(O)[C@H]3[C@H](O)[C@@H]12 | 0%[57.5 µM]
CCOc1ccccc1-n1c(O)c(C=NCCCn2ccnc2)c(=O)[nH]c1=O | -7%[57.5 µM]
O=C(c1cn(Cc2ccccc2)c2ccccc12)N1CCCCC1 | 7%

# Assay outcomes as filed in PubChem BioAssay.

# An excerpt; count on the stated rates, not on these rows.
